Source: PubChem BioAssay (The Scripps Research Institute Molecular Screening Center)
FBW7 activator: activators of human E3 ligase FBW7; Q969H0; AlphaScreen FBW7–phospho-cyclin E peptide binding, activator screen; normalized activity (activation), % at 26.1 µM; actives 0.13% (n = 650,000); in the data active means normalized activity above about 1.9%;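 further: purified mutant Fbw7 with reduced substrate affinity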
Target sequence (Q969H0 whole entry, looked up): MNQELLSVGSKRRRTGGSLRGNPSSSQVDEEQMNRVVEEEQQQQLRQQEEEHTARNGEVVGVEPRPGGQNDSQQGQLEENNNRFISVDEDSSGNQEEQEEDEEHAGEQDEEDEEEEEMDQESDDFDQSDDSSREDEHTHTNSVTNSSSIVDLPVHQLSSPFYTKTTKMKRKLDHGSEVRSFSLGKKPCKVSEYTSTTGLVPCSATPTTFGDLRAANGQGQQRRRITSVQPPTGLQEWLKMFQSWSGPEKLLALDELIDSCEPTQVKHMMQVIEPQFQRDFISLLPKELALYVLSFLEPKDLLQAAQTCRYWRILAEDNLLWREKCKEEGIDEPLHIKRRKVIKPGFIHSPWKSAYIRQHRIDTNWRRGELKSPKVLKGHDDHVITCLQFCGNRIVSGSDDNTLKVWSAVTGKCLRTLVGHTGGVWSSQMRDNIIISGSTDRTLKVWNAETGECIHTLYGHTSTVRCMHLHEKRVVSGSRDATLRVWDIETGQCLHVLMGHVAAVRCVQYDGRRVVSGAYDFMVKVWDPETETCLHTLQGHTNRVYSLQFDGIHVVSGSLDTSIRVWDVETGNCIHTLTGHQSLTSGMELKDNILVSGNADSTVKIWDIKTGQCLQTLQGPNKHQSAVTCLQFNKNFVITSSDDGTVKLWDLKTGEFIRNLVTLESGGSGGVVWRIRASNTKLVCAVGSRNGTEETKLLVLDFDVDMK
TEAD-YAP block: TEAD-YAP interaction inhibition; AID 1259422; actives 1.4% (n = 640,000); inhibition, % at 9.12 µM; HEK-TIYL cells, TEAD-Gal4/YAP UAS-luciferase luminescence; in the data active means inhibition above about 32%;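 further: 0% = median of test compound wells and 100% = reference inhibitor wells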
GPR151 ag: activates the human receptor GPR151. Q8TDV0. PathHunter beta-arrestin GPR151 cells, luminescence. activation, % at 11.2 µM. actives 1% (n = 650,000). AID 1508602; in the data active means activation above about 4.9%;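 further: 0% = median of compound wells and 100% = cells with positive control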
Target sequence (Q8TDV0 whole entry, looked up): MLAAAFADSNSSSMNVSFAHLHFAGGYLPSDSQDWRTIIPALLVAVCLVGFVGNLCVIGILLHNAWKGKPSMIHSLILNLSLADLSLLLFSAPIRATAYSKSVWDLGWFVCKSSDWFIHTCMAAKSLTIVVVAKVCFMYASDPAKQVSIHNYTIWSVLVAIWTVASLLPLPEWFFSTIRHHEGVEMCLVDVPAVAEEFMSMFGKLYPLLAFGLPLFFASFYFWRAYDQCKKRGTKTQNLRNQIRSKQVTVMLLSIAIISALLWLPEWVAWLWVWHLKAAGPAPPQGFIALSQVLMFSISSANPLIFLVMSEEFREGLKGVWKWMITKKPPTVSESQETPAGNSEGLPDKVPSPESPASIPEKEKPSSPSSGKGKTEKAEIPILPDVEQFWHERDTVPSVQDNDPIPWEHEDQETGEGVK
MITF primary: human MITF inhibition, primary screen; O75030; AlphaScreen MITF homodimerization, bead proximity signal; inhibition, % at 2.6 µM; actives 0.91% (n = 650,000); AID 1259374; in the data active means inhibition above about 50%;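 further: 0% = vehicle wells with protein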
Active calls of the source: *; nt = no result given.

Values run as follows: FBW7 activator	TEAD-YAP block	GPR151 ag	MITF primary
> CC(=O)c1ccc(N2C(=O)C3CC=CCC3C2=O)cc1 (stereo not given)
 : -0.1	-40.3	1.4	4.0
> COc1ccccc1C1NC(=O)NC(C)=C1C(=O)Nc1cccc(Cl)c1 (stereo not given)
 : 0.2	-9.9	-0.7	-17.5
> Cn1ccnc1SCc1cn2cc(Br)ccc2n1
 : -0.1	-21.0	-3.9	-6.0
> CC1CC(C)CN(S(=O)(=O)c2ccc(C(=O)Nc3ncc(-c4ccccc4)s3)cc2)C1 (stereo not given)
 : 0.3	-0.8	-0.3	9.4
> O=C(NCCC1CCCCN1S(=O)(=O)c1cccs1)C(=O)NCc1cccs1 (stereo not given)
 : 0.0	-1.7	-0.3	-6.4
> N#Cc1ccc(COC(=O)c2ccc(N3CCOCC3)c([N+](=O)[O-])c2)cc1
 : -0.2	-2.8	0.8	11.2
> NS(=O)(=O)c1ccc(N2N=C(C(F)(F)F)/C(=C/c3ccc(-c4ccc5c(c4)C(=O)NC5=O)o3)C2=O)cc1
 : -0.1	-2.5	0.6	-2.7
> Cc1sc2c(c1C)c(=O)n(-c1ccccc1)c(=O)n2CC(=O)NCC1CCCO1 (stereo not given)
 : 0.1	1.2	-0.8	-16.3
> COC(=O)c1ccccc1N1C(=O)C2C3C=CC(C(OC(C)=O)OC(C)=O)(O3)C2C1=O (stereo not given)
 : -0.3	2.7	-1.3	-2.6
> COc1ccc(CCNC(=O)Cn2c(-n3nc(C)cc3C)nc3c(c2=O)CCC3)cc1OC
 : -0.2	6.4	-0.5	-10.7
> Cc1ccc2nc(-c3ccc(NC(=O)c4oc(=O)c5ccccc5c4-c4ccccc4)cc3)oc2c1
 : 0.2	-16.8	0.9	14.2
> COc1ccc(C(=O)c2c(C)c(CCC#N)n3ccccc23)cc1
 : 0.0	-10.2	-1.5	28.4
> Cc1cccc(NC(=S)N2CCOCC2)c1C
 : 0.0	18.1	0.9	3.8
> COCCN1C(=O)c2ccc(C34CC5CC(CC(C5)C3)C4)cc2C1=O
 : 0.7	-14.4	-1.6	21.5
> C/C(=N\NC(=O)Cc1ccccc1)c1ccc(Br)s1
 : -0.1	6.6	-0.7	-5.7
> CCCN(CCC)Cc1c(C(=O)N/N=C/c2ccc(C)s2)nnn1-c1nonc1N
 : 0.0	4.6	0.0	19.1
> CC1(c2cccc(Br)c2)NC(=O)NC1=O (stereo not given)
 : 0.2	0.3	-0.5	-2.1
> CC1Oc2ccccc2N(CC(=O)NCc2cccs2)C1=O (stereo not given)
 : -0.1	-12.4	-0.3	15.4
> CS(=O)(=O)N(CC(=O)NC1CCCCCC1)c1ccc(Cl)c(C(F)(F)F)c1
 : 0.1	-2.4	-0.4	-13.1
> Cc1ccc(C)c(N2C(=O)c3cc(N4CCOCC4)c([N+](=O)[O-])cc3C2=O)c1
 : 0.1	-5.3	-0.7	13.9
> CCc1nc2ccccc2n1CC(=O)Nc1ccc(S(=O)(=O)N2CCCCC2)cc1
 : 0.1	1.1	2.0	7.3
> COc1cccc2cc(C(=O)N(CCCN(C)C)c3nc4cc(C)cc(C)c4s3)oc12
 : 0.3	0.8	-0.4	-8.2
> Cc1ccc(C(=O)Nc2ccc(Br)cn2)cc1C
 : 0.2	-59.1	-1.9	4.8
> Cc1cc(C(=O)CSc2nc(N)cc(N)n2)c(C)n1CCc1ccc(F)cc1
 : 0.0	6.6	0.9	-2.4
> CC(C)(C)S(=O)(=O)c1ccccc1/C=N\O
 : 0.1	-6.6	0.7	1.0
> N#Cc1c(N)nc2c(c1-c1ccncc1)CCCCC2
 : 0.4	-18.2	-0.9	-0.5
> CC(=O)Nc1ccc(S(=O)(=O)Nc2sc3c(c2C(N)=O)CCC(C)C3)cc1 (stereo not given)
 : 0.0	5.5	-0.9	3.5
> CCOC(=O)c1c(C)[nH]c2cc(Br)c(OC(C)=O)cc12
 : -0.1	-45.8	0.8	7.1
> O=C(Nc1ccccc1F)c1oc2cccnc2c1NC(=O)C1CCCC1
 : 0.1	-20.5	-0.6	15.2
> Cc1cccc(OCCNc2ccc(C(F)(F)F)cc2[N+](=O)[O-])c1
 : 0.4	2.1	1.6	12.6

Three compounds out of the list, arranged by molecular weight, lowest first:
Values run as follows: FBW7 activator	TEAD-YAP block	GPR151 ag	MITF primary
> O=C(Nc1ccccc1F)c1oc2cccnc2c1NC(=O)C1CCCC1
 : 0.1	-20.5	-0.6	15.2
> Cc1ccc(C)c(N2C(=O)c3cc(N4CCOCC4)c([N+](=O)[O-])cc3C2=O)c1
 : 0.1	-5.3	-0.7	13.9
> COC(=O)c1ccccc1N1C(=O)C2C3C=CC(C(OC(C)=O)OC(C)=O)(O3)C2C1=O (stereo not given)
 : -0.3	2.7	-1.3	-2.6

(more compounds)
Values run as follows: FBW7 activator	TEAD-YAP block	GPR151 ag	MITF primary
> O=C(O)/C=C/C(=O)NNC(=O)Nc1ccccc1
 : -0.1	-50.4	0.0	3.1
> CCCCCCCCCCCCCCOc1ccc(C(=O)O)o1
 : nt	nt	-0.2	5.5
> Cc1cc(NC(=O)c2cccc(F)c2)ncc1NC(=O)C1CC1
 : -0.2	-19.7	-5.3	-0.1
> CC(C)C(=O)Nc1ccc(-c2csc(N)n2)cc1
 : -0.1	-19.2	1.6	-17.2
> CCN(CCCNC(=O)CNC(=O)c1nn(-c2ccc(OC)cc2OC)c(=O)c2ccccc12)c1cccc(C)c1
 : -0.1	2.4	1.6	23.5
> O=C(Nc1nc2c(s1)CCCC2)Oc1ccccc1
 : -0.1	-4.5	-0.4	8.3
> COc1ccc(CC(=O)NNC(=O)c2cccc(Cl)c2)cc1
 : -0.1	-4.0	0.9	-0.6
> NC(=O)C1(Nc2ccccc2)CCCCC1
 : 0.3	3.6	6.8*	18.6
> CCN(CC)C(=O)/C(=C/c1ccc(F)cc1)NC(=O)c1ccco1
 : -0.1	1.1	-0.7	-0.2
> CC(C(=O)Nc1ccccc1Br)N1C(=O)c2ccccc2C1=O (stereo not given)
 : 0.0	15.4	-0.1	-0.5
> CCN1CCN(CCNC(=O)c2ccc3c(=O)n(Cc4ccc(Cl)cc4)c(=S)[nH]c3c2)CC1
 : 0.4	-9.5	0.1	0.0
> COc1ccc(-c2cs/c(=N\c3ccccn3)n2-c2ccccc2)cc1
 : -0.1	-6.5	-1.6	16.9
> CSc1ncccc1C(=O)OCC(=O)c1cc(C)n(-c2ccc3c(c2)OCCO3)c1C
 : -0.2	-0.6	0.2	0.5
> O=C(Nc1ccccc1C(=O)N1CCOCC1)c1ccccc1I
 : 0.3	11.5	2.6	-2.2
> CC(=O)CC(=O)Nc1ccc(C)cc1
 : -0.1	-4.2	0.4	0.1
> O=c1sc(Nc2ccc(Br)cc2)nc2sc3c(c12)CCCC3
 : -0.2	-1.2	-0.8	7.4
> CCc1ccc(NC(=O)CN2C(=O)CSC(C)C2=O)cc1 (stereo not given)
 : -0.1	4.1	-0.1	-1.1
> O=[N+]([O-])c1ccccc1C=Nc1cc2c(cc1Br)OCCO2
 : 0.0	5.8	2.6	2.2
> COc1cccc(NC(=O)CSc2nnc(-c3cccnc3)n2-c2ccccc2C)c1
 : 0.1	-2.2	-0.2	11.2
> CC(=O)c1ccc(N2C(=O)c3ccccc3C2=O)cc1
 : 1.4	-3.5	0.6	8.2
> CC(=O)Nc1nc2ccc(NC(=O)c3ncoc3-c3ccc(C)cc3)cc2s1
 : 0.1	-4.9	0.0	1.8
> Cc1ccc(CN2CCN3C(=O)[C@H](Cc4ccc(Cl)cc4)NC(=O)[C@H]3C2)cc1C
 : -0.2	-6.9	-1.0	-15.2
> CCOC(=O)N1CCC(N2CCOc3ccc(CN4CCc5ccccc5C4)cc3C2)CC1
 : 0.1	0.7	0.1	4.5
> CCc1ccc(N2C(=O)NC(=O)/C(=C\c3cc(C)n(-c4ccncc4)c3C)C2=O)cc1
 : -0.1	11.9	0.5	-6.2
> CCn1c(SCC(=O)Nc2ccc(C(N)=O)cc2)nnc1-c1ccc(C(C)(C)C)cc1
 : -0.1	3.1	0.3	-0.2
> COC(=O)c1ccc(C(=O)OC)c(NC(=O)C2COc3ccccc3O2)c1 (stereo not given)
 : -0.1	2.9	-0.3	-8.6
> COc1ccc(-c2noc(CN(C(=O)CCC3CCCC3)C(C)C)n2)cc1
 : 0.5	-7.1	-1.0	18.8
> CCOc1ccc2c(c1)-c1c(ssc1=S)C(C)(C)N2C(=O)c1ccccc1Cl
 : -1.7	-8.0	0.3	48.2
> Cc1ccc(-c2n[nH]c(CNC(=O)CCC3CCCC3)n2)cc1
 : 0.3	11.4	-1.4	22.7
> COCCCN1C(=O)/C(=C/c2ccc(CNS(=O)(=O)c3ccccc3)o2)C(C(=O)OC)=C1C
 : -0.1	0.1	-0.3	4.0
> CC1CCCC(NC(=O)c2ccc3c(=O)n(Cc4ccco4)c(=S)[nH]c3c2)C1C (stereo not given)
 : 0.1	-8.7	-0.8	5.1
> O=C(CCCn1c(SCc2ccccc2F)nc2ccccc2c1=O)NCC1CCCO1 (stereo not given)
 : -0.3	-5.1	1.0	-2.5
> COc1ccc(Cn2nnc(C(=O)NCCc3ccccc3)c2N)cc1
 : 0.2	6.8	-0.4	22.3
> CC(=O)NC(c1ccc(N(C)C)cc1)c1cc(Cl)c2cccnc2c1O (stereo not given)
 : -0.5	29.7	-0.1	31.7
> CC(=O)OCCN1C(=O)c2cccc3c(N4CCCCC4)ccc(c23)C1=O
 : 0.2	-19.5	-0.2	5.5
> COc1ccc(NC(=S)N2CCN(C(=O)c3ccco3)CC2)cc1OC
 : -0.1	-11.0	-0.5	1.9
> COC(=O)c1ccc(CNCCC2CCC(=O)N2Cc2nonc2C)cc1 (stereo not given)
 : 0.1	0.6	-0.6	-1.1
> CN(C)c1ccc(/C=C(/NC(=O)c2ccccc2Cl)C(=O)O)cc1
 : 0.2	-17.8	-1.6	-16.4
> O=C(N/N=C/c1ccc(Cl)cc1)c1ccc2ccccc2n1
 : -0.1	-9.3	-0.3	-4.5
> CCOc1ccc(-n2nc3ccc(NC(=O)COc4ccc(C)c(C)c4)cc3n2)cc1
 : 0.4	-0.1	-1.5	7.0
> CCCOC(=O)c1ccc(NC(=O)/C=C/c2ccc(OC)c(OC)c2)cc1
 : 0.0	0.8	0.9	0.4
> Cc1cccc(C(=O)n2cnc3ccccc32)c1
 : 1.1	-9.0	-1.2	18.0
> CCOC(=O)C(=O)Nc1cc(C)nn1-c1nc2ccccc2[nH]1
 : -0.2	-4.2	0.9	43.6
> CCS(=O)(=O)N1CCCC(C(=O)NC(C)C)C1 (stereo not given)
 : -0.2	-6.8	-1.7	-2.5
> CC(=O)N1CCN(c2ccc(NC(=O)c3ccc(Cl)cc3Cl)cc2)CC1
 : 0.1	5.6	0.3	8.6
> O=C(Cn1nc(-c2ccc3c(c2)OCCO3)ccc1=O)Nc1ccc(-n2cnnn2)cc1
 : -0.1	5.3	0.1	14.2
> COc1cc(/C=N/NC(=O)C2C3CCCCC32C)cc(Br)c1O (stereo not given)
 : -0.1	-10.3	0.4	2.5
> CC(=O)c1cccc(NC(=O)c2c(C)nn(-c3ccccc3)c2-n2cccc2)c1
 : 0.1	-5.4	1.6	-1.7
> CC1(c2ccc3ccccc3c2)NC(=O)NC1=O (stereo not given)
 : -0.1	-4.1	-1.8	-5.0
> COc1ccc(-n2nc(C(=O)C3CO3)c(C(F)(F)F)cc2=O)cn1 (stereo not given)
 : 0.0	-0.1	2.4	-5.5
> Cc1ccc(N2CCN(C(=O)N(C)c3ccccc3)CC2)cc1C
 : 0.1	5.3	1.4	10.1
> COc1cc(C2C3=C(CCCC3=O)NC3=C2C(=O)CCC3)ccc1OCC(N)=O
 : 0.7	-0.2	-1.4	-1.8
> CCCNC(=O)Cc1cn(-c2ccc(Nc3ccc(C(F)(F)F)cc3)nn2)c2ccccc12
 : 0.0	-26.3	1.5	6.8
> C/C(=N\NC(=O)OC(C)(C)C)c1ccc(O)cc1
 : 0.0	-40.2	-1.0	3.2
> COc1ccc(C2CC(=O)NC(SCC(=O)Nc3ccc(I)cc3)=C2C#N)cc1 (stereo not given)
 : -0.1	-3.5	0.4	-1.0
> O=C(Nc1nccs1)c1ccc2nccnc2c1
 : -0.1	-13.8	-1.6	10.9
> Cc1cc(OC(=O)c2ccc3ccccc3c2)c([N+](=O)[O-])c(=O)[nH]1
 : 0.1	-6.2	-0.2	6.1
> CCOC(=O)c1sc(N)c(C#N)c1COC(=O)/C=C/c1ccc(Br)o1
 : -0.1	-3.6	-0.6	-0.1
> Cn1ccnc1SCC(=O)N1c2ccccc2CCc2ccccc21
 : 0.0	5.0	-1.2	-15.4
> COc1ccc(Cn2cccc(NC(=O)Nc3ccc(F)cc3)c2=O)cc1
 : 0.1	-16.3	1.1	8.8

(list continues)
Values run as follows: FBW7 activator	TEAD-YAP block	GPR151 ag	MITF primary
> Cc1c(C)c2ccc(OC(C)C(=O)O)c(C)c2oc1=O (stereo not given)
 : 0.1	-1.2	1.1	-0.1
> CC1CC(CC#N)(Cc2ccccc2)C(C)CN1C (stereo not given)
 : -0.1	-8.0	1.6	-0.6
> Cc1ccc(OCC(=O)Nc2nnc(S(=O)(=O)NCc3ccccc3)s2)cc1
 : -0.1	-26.4	8.7*	-9.2
> COc1ccccc1-n1c(=O)c2c3c(sc2n2c(C)nnc12)CCC3
 : -0.1	2.7	-0.7	-2.1
> C=CCc1ccccc1OCC(O)CN1CCC(CN2C(=O)c3cccc4cccc(c34)C2=O)CC1 (stereo not given)
 : -0.2	15.2	-0.6	2.5
> O=C(C1CC1)N1CCc2[nH]c3ccccc3c2C1
 : -0.1	-5.7	-0.2	-5.1

One compound at a time, from the list above. Screens in order: FBW7 activator, TEAD-YAP block, GPR151 ag, MITF primary
COc1ccc(CC(=O)NNC(=O)c2cccc(Cl)c2)cc1 across the screens: -0.1, -4.0, 0.9, -0.6
CC1CC(CC#N)(Cc2ccccc2)C(C)CN1C (stereo not given) across the screens: -0.1, -8.0, 1.6, -0.6
